From PubChem BioAssay
Bcl-xL primary: Bcl-xL (human) inhibition; Q07817; GST-Bcl-xL / FITC-Bim BH3 peptide fluorescence polarization; inhibition, % at 10.9 µM; 0.7% of 320,000 active;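 active = inhibition above the mean of all tested compounds plus 3 SD, cutoff set per campaign, cut at about 30% in these data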;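 also: 0% = DMSO wells and 100% = unlabeled Bim-BH3 peptide competitor; inhibitors lower millipolarization by displacing the labeled peptide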
PME-1 inh: blocks human protein phosphatase methylesterase 1 | AID 2130 | 0.53% of 320,000 active | inhibition, % at 5.9 µM | Q9Y570 | recombinant PME-1, FP-Rh probe fluorescence polarization;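 active = inhibition above the campaign mean of all compounds plus 3 SD, cut at about 26% in these data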;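 also: competitive labeling of PME-1 active site by serine hydrolase directed probe; 0% = PME-1 with DMSO and 100% = wells lacking PME-1 enzyme; inhibitors block probe labeling so polarization falls and inhibition rises; many of its hits are not listed in these tables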
Fam108B counter: blocks mouse Fam108B hydrolase in RBBP9 counter-screen; recombinant Fam108B, FP-Rh probe fluorescence polarization; inhibition, % at 9.51 µM; 0.33% of 300,000 active; AID 1947;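 active = inhibition above the screen mean inhibition plus 3 SD, computed separately per campaign, cut at about 18% in these data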;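 also: inhibitors lower polarization as less probe binds the enzyme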
TPT1 inh: C. albicans TPT1 enzyme inhibition. recombinant caTPT1, FP RNA substrate dephosphorylation. inhibition, % at 5 µM. 0.81% of 300,000 active;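 active = inhibition above the mean of all tested compounds plus 3 SD, set per screening campaign, cut at about 24% in these data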;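 also: plate controls were DMSO alone for no effect and ferristatin control at 100 nM for full effect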
PAD4 FP inh: inhibitors of human PAD4. recombinant PAD4, RCA probe fluorescence polarization. Q9UM07. 0.41% of 330,000 active. inhibition, % at 6.36 µM;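 active = percent inhibition above a cutoff equal to the mean of all tested compounds plus 3 SD, cut at about 15% in these data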;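 also: 0% = PAD4 with RCA probe and DMSO and 100% = probe without PAD4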
MCL1 BIM primary: MCL1-BIM-BH3 interaction inhibition (human) | Q07820 | GST-MCL1 / FITC-Bim-BH3 fluorescence polarization | inhibition, % at 10.9 µM | 0.68% of 320,000 active | AID 2057;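 active = inhibition above the mean inhibition of all tested compounds plus 3 SD, set per campaign, cut at about 40% in these data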;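 also: 0% = DMSO wells and 100% = unlabeled Bim-BH3 peptide control; higher means more loss of mP so more displacement of Bim peptide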
Target sequence (Q07820 whole entry, looked up): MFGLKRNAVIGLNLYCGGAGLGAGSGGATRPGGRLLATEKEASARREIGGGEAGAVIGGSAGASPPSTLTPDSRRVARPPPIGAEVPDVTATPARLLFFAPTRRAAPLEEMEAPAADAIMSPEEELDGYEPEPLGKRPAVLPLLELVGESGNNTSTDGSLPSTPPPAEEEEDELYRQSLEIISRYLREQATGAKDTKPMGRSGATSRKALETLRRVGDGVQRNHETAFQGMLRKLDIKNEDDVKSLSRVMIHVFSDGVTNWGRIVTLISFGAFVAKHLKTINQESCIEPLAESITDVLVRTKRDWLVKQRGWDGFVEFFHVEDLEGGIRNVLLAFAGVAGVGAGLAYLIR
GLD-1 TGE inh: GLD-1-TGE RNA interaction inhibition (C. elegans). Q17339. AID 2280. purified GLD-1 + fluorescein TGE RNA, fluorescence polarization. 0.44% of 320,000 active. inhibition, % at 5.96 µM;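 active = percent inhibition above a per-plate cutoff, the plate mean of test compounds plus 3 SD, cut at about 30% in these data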;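 also: 0% = DMSO wells with GLD-1 and probe and 100% = wells lacking GLD-1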
MEX-5 binding: C. elegans MEX-5 TCR-2 RNA binding activity. AID 1832. activity score (negative = inhibition of binding), % at 10 µM. Q9XUB2. MEX-5/FITC-TCR2 RNA binding, fluorescence polarization; stronger effect = lower value. 0.38% of 300,000 active;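 active = inhibition past about -25% in most replicates, and total fluorescence under double the plate's negative control median, limit read from the data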;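 also: 0% = DMSO and -100% = 5 µM competing unlabeled TCR2 RNA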
Target sequence (Q9XUB2 whole entry, looked up): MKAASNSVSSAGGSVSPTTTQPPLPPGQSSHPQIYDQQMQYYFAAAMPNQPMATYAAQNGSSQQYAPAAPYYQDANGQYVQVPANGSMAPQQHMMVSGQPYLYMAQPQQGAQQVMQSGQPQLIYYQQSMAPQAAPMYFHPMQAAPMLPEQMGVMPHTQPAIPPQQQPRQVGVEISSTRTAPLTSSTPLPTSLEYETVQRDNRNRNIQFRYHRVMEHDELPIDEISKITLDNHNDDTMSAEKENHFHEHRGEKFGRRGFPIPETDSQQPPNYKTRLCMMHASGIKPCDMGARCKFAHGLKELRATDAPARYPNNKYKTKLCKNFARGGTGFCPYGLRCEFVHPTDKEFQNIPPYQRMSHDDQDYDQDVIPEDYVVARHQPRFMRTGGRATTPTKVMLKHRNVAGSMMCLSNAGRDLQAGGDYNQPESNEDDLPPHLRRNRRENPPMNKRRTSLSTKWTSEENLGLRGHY
GSTO1 inh: GSTO1 inhibition, counter-screen for RBBP9 inhibitors; P78417; recombinant GSTO1, activity-based probe fluorescence polarization; inhibition, % at 5.96 µM; 1.1% of 300,000 active;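 active = inhibition above the campaign mean inhibition plus 3 SD, cut at about 35% in these data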;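 also: 0% = GSTO1-1 with DMSO and 100% = wells lacking GSTO1-1 enzyme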
Target sequence (P78417 whole entry, looked up): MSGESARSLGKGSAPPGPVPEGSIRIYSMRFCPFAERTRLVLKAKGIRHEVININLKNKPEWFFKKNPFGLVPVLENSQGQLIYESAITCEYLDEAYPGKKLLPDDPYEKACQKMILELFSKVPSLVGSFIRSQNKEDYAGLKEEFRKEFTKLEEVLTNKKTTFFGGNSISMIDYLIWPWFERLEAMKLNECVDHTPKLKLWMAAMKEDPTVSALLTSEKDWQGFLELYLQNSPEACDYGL
An asterisk follows results filed as active. A portion of the library; rates above refer to the full screens.

The first three entries as a preview:
Results for CSc1ccccc1C(=O)N(C)Cc1ccccc1 ?
Bcl-xL primary: 5; PME-1 inh: -2; Fam108B counter: 0; TPT1 inh: 0; PAD4 FP inh: 6; MCL1 BIM primary: 0; GLD-1 TGE inh: 6; MEX-5 binding: 0.6; GSTO1 inh: 12

What do the screens show for `CCCn1nnc(NC(=O)C(C)C)n1`?
Bcl-xL primary: 3; PME-1 inh: -1; Fam108B counter: 1; TPT1 inh: -5; PAD4 FP inh: -7; MCL1 BIM primary: 2; GLD-1 TGE inh: -1; MEX-5 binding: 0.1; GSTO1 inh: -13

What do the screens show for `Cc1ccc(C)c(NC(=O)C(Sc2nc3ccccc3c(=O)n2CC(C)C)c2ccccc2)c1` (configuration not stated)?
Bcl-xL primary: 6; PME-1 inh: -11; Fam108B counter: 2; TPT1 inh: 1; PAD4 FP inh: 0; MCL1 BIM primary: 8; GLD-1 TGE inh: 3; MEX-5 binding: -0.1; GSTO1 inh: 1

All compounds of this part (from the top)
Results for CSc1ccccc1C(=O)N(C)Cc1ccccc1 ?
Bcl-xL primary: 5; PME-1 inh: -2; Fam108B counter: 0; TPT1 inh: 0; PAD4 FP inh: 6; MCL1 BIM primary: 0; GLD-1 TGE inh: 6; MEX-5 binding: 0.6; GSTO1 inh: 12

What do the screens show for `CCCn1nnc(NC(=O)C(C)C)n1`?
Bcl-xL primary: 3; PME-1 inh: -1; Fam108B counter: 1; TPT1 inh: -5; PAD4 FP inh: -7; MCL1 BIM primary: 2; GLD-1 TGE inh: -1; MEX-5 binding: 0.1; GSTO1 inh: -13

What do the screens show for `Cc1ccc(C)c(NC(=O)C(Sc2nc3ccccc3c(=O)n2CC(C)C)c2ccccc2)c1` (configuration not stated)?
Bcl-xL primary: 6; PME-1 inh: -11; Fam108B counter: 2; TPT1 inh: 1; PAD4 FP inh: 0; MCL1 BIM primary: 8; GLD-1 TGE inh: 3; MEX-5 binding: -0.1; GSTO1 inh: 1

Results for COc1ccc(/C=C2\SC(=S)N(CCC(=O)N3CCCCC3CCO)C2=O)cc1 (configuration not stated) ?
Bcl-xL primary: -2; PME-1 inh: -1; Fam108B counter: -1; TPT1 inh: 3; PAD4 FP inh: 0; MCL1 BIM primary: -6; GLD-1 TGE inh: 5; MEX-5 binding: -1.6; GSTO1 inh: 15

How did COc1cccc(NC(=O)CN(C)C(=O)Cc2ccc(Cl)cc2Cl)c1 do in these assays?
Bcl-xL primary: -1; PME-1 inh: 5; Fam108B counter: 1; TPT1 inh: 0; PAD4 FP inh: -2; MCL1 BIM primary: -5; GLD-1 TGE inh: 1; MEX-5 binding: -2.3; GSTO1 inh: 1

What do the screens show for `Cc1ccc(NC(=O)c2ccc(NC(=O)C3CCCCC3C(=O)O)cc2)cc1` (configuration not stated)?
Bcl-xL primary: 0; PME-1 inh: 6; Fam108B counter: 4; TPT1 inh: -4; PAD4 FP inh: -2; MCL1 BIM primary: -2; GLD-1 TGE inh: 2; MEX-5 binding: 0.3; GSTO1 inh: 1

What do the screens show for `COc1cccc(-n2nnnc2SCC(=O)NC2CCCC2)c1`?
Bcl-xL primary: 6; PME-1 inh: 5; Fam108B counter: 3; TPT1 inh: -3; PAD4 FP inh: -1; MCL1 BIM primary: 8; GLD-1 TGE inh: 5; MEX-5 binding: -1.5; GSTO1 inh: -2

What do the screens show for `COc1cc(NC(=O)c2cc(C)on2)cc(OC)c1OC`?
Bcl-xL primary: 4; PME-1 inh: -2; Fam108B counter: 2; TPT1 inh: -1; PAD4 FP inh: -2; MCL1 BIM primary: -5; GLD-1 TGE inh: -1; MEX-5 binding: -1.2; GSTO1 inh: 3

How did COC(=O)c1ccc(/C=N/NC(=O)C(=O)NCC2CCCO2)cc1 (configuration not stated) do in these assays?
Bcl-xL primary: 1; PME-1 inh: 1; Fam108B counter: 2; TPT1 inh: 1; PAD4 FP inh: -8; MCL1 BIM primary: -5; GLD-1 TGE inh: -2; MEX-5 binding: 3.2; GSTO1 inh: -1

What do the screens show for `COc1ccc(NC(=O)CSc2nccn2Cc2ccccc2)c(OC)c1`?
Bcl-xL primary: -1; PME-1 inh: 1; Fam108B counter: 2; TPT1 inh: -3; PAD4 FP inh: -6; MCL1 BIM primary: 4; GLD-1 TGE inh: -1; MEX-5 binding: -4.9; GSTO1 inh: 0

What do the screens show for `O=c1[nH]c(CN2CCc3ccccc32)nc2scc(-c3cccs3)c12`?
Bcl-xL primary: 11; PME-1 inh: -5; Fam108B counter: -7; TPT1 inh: 12; PAD4 FP inh: -8; MCL1 BIM primary: 6; GLD-1 TGE inh: 12; MEX-5 binding: 0.2; GSTO1 inh: -2

Results for CCCOc1nc(C)cc(COC)c1C(N)=O ?
Bcl-xL primary: 4; PME-1 inh: -2; Fam108B counter: 0; TPT1 inh: -1; PAD4 FP inh: 6; MCL1 BIM primary: 5; GLD-1 TGE inh: -7; MEX-5 binding: -3.8; GSTO1 inh: 12

How did Cc1cc(N2CCCCC2)nc(N2CCCCC2)n1 do in these assays?
Bcl-xL primary: -2; PME-1 inh: 3; Fam108B counter: 1; TPT1 inh: -7; PAD4 FP inh: -2; MCL1 BIM primary: 3; GLD-1 TGE inh: -2; MEX-5 binding: 0.3; GSTO1 inh: -2

What do the screens show for `C(#Cc1ccccc1)C[N+]1(CC#Cc2ccccc2)CCCCC1`?
Bcl-xL primary: 5; PME-1 inh: -3; Fam108B counter: 2; TPT1 inh: 1; PAD4 FP inh: -4; MCL1 BIM primary: -1; GLD-1 TGE inh: -4; MEX-5 binding: 2.3; GSTO1 inh: -13

How did CCOc1ccc(NC(=O)CN(C)C(=O)CSCc2ccc(C)cc2)cc1OCC do in these assays?
Bcl-xL primary: 3; PME-1 inh: 5; Fam108B counter: 1; TPT1 inh: 1; PAD4 FP inh: -2; MCL1 BIM primary: 7; GLD-1 TGE inh: 0; MEX-5 binding: -1.8; GSTO1 inh: 5

What do the screens show for `O=C(c1ccccc1)N(Cc1nc2ccccc2c(=O)[nH]1)C1CCCCC1`?
Bcl-xL primary: 6; PME-1 inh: 5; Fam108B counter: 0; TPT1 inh: -10; PAD4 FP inh: -2; MCL1 BIM primary: 9; GLD-1 TGE inh: 5; MEX-5 binding: -2.7; GSTO1 inh: -4

How did C=CCN1C(=O)C(O)=C(C(C)=O)C1c1ccccc1F (configuration not stated) do in these assays?
Bcl-xL primary: 3; PME-1 inh: 4; Fam108B counter: 4; TPT1 inh: 0; PAD4 FP inh: -5; MCL1 BIM primary: 7; GLD-1 TGE inh: -5; MEX-5 binding: -0.8; GSTO1 inh: 4

What do the screens show for `O=C(Cn1ccc2ccccc2c1=O)Nc1ccc2c(c1)OCO2`?
Bcl-xL primary: 10; PME-1 inh: -2; Fam108B counter: 1; TPT1 inh: -1; PAD4 FP inh: 1; MCL1 BIM primary: 16; GLD-1 TGE inh: 8; MEX-5 binding: 0.8; GSTO1 inh: 4

What do the screens show for `C/C(N)=C(/C#N)C(=O)COC(=O)c1ccccc1O`?
Bcl-xL primary: 9; PME-1 inh: 4; Fam108B counter: -1; TPT1 inh: -1; PAD4 FP inh: 0; MCL1 BIM primary: 8; GLD-1 TGE inh: 2; MEX-5 binding: 2.9; GSTO1 inh: -3

How did CC(NC(=O)CN1CCCC1)C12CC3CC(CC(C3)C1)C2 (configuration not stated) do in these assays?
Bcl-xL primary: 2; PME-1 inh: 4; Fam108B counter: 2; TPT1 inh: -2; PAD4 FP inh: -1; MCL1 BIM primary: 7; GLD-1 TGE inh: 0; MEX-5 binding: 0.2; GSTO1 inh: 3

How did COc1ccccc1-n1c(C)nc2cc(C(=O)NCc3ccc4c(c3)OCO4)ccc21 do in these assays?
Bcl-xL primary: 6; PME-1 inh: -7; Fam108B counter: -1; TPT1 inh: 2; PAD4 FP inh: -10; MCL1 BIM primary: 4; GLD-1 TGE inh: 1; MEX-5 binding: -22; GSTO1 inh: -11

How did COc1ccc(N2C(=O)CC(N3CCN(c4ccc(Cl)cc4)CC3)C2=O)cc1 (configuration not stated) do in these assays?
Bcl-xL primary: 5; PME-1 inh: 6; Fam108B counter: 4; TPT1 inh: -3; PAD4 FP inh: -4; MCL1 BIM primary: 6; GLD-1 TGE inh: -3; MEX-5 binding: -0.5; GSTO1 inh: 3

How did CCc1nn(CC(=O)NCCCN(Cc2ccccc2)C(C)C)c(=O)c2cc3sccc3n12 do in these assays?
Bcl-xL primary: 4; PME-1 inh: 3; Fam108B counter: 3; TPT1 inh: -2; PAD4 FP inh: 2; MCL1 BIM primary: 2; GLD-1 TGE inh: -5; GSTO1 inh: 7

How did CC(O)CNCCNCc1cccs1 (configuration not stated) do in these assays?
Bcl-xL primary: 2; PME-1 inh: 6; Fam108B counter: 4; TPT1 inh: -1; PAD4 FP inh: 0; MCL1 BIM primary: -1; GLD-1 TGE inh: -4; MEX-5 binding: -0.2; GSTO1 inh: 4

Results for CCN(C(=O)CSc1nc2ccccc2c(=O)n1-c1ccc(C)cc1)C1CCS(=O)(=O)C1 (configuration not stated) ?
Bcl-xL primary: -5; PME-1 inh: 6; Fam108B counter: 3; TPT1 inh: 6; PAD4 FP inh: 5; MCL1 BIM primary: 1; GLD-1 TGE inh: -3; GSTO1 inh: 5

Results for CC(C)c1ccc(NC(=O)COC(=O)CCC(=O)c2cccs2)cc1 ?
Bcl-xL primary: -1; PME-1 inh: -4; Fam108B counter: -3; TPT1 inh: 3; PAD4 FP inh: 0; MCL1 BIM primary: 1; GLD-1 TGE inh: 4; MEX-5 binding: 2.9; GSTO1 inh: 1

How did CCOc1ccccc1Nc1ncnc2ccc(Br)cc12 do in these assays?
Bcl-xL primary: 2; PME-1 inh: -1; Fam108B counter: -2; TPT1 inh: -2; PAD4 FP inh: 1; MCL1 BIM primary: 1; GLD-1 TGE inh: -5; MEX-5 binding: 2.7; GSTO1 inh: -5

What do the screens show for `O=C(Nc1ccc(CN2CCCCC2)cc1)c1cc(Br)ccc1Cl`?
Bcl-xL primary: 6; PME-1 inh: -2; Fam108B counter: 2; TPT1 inh: -2; PAD4 FP inh: 1; MCL1 BIM primary: 0; GLD-1 TGE inh: -5; MEX-5 binding: 1.1; GSTO1 inh: -1

How did CN1C(=O)COc2ccc(C(=O)c3ccccc3C(=O)O)cc21 do in these assays?
Bcl-xL primary: 1; PME-1 inh: 3; Fam108B counter: 1; TPT1 inh: 0; PAD4 FP inh: -3; MCL1 BIM primary: 5; GLD-1 TGE inh: 0; MEX-5 binding: 2.5; GSTO1 inh: 6

What do the screens show for `COc1ccc(N2CCN(c3cc(C)c4ccccc4n3)CC2)cc1`?
Bcl-xL primary: 10; PME-1 inh: -4; Fam108B counter: -2; TPT1 inh: 2; PAD4 FP inh: -4; MCL1 BIM primary: 2; GLD-1 TGE inh: 2; MEX-5 binding: 2.4; GSTO1 inh: -5

What do the screens show for `CC1=NN(C(C#N)c2ccccc2O)C(C)(C)C1` (configuration not stated)?
Bcl-xL primary: 0; PME-1 inh: 3; Fam108B counter: -5; TPT1 inh: 4; PAD4 FP inh: -9; MCL1 BIM primary: -6; GLD-1 TGE inh: -6; MEX-5 binding: 1.2; GSTO1 inh: 1
